# Yp Topo-I inh: Y. pestis Topo-I inhibition via cleavage products; Y. pestis Topo-I cleavage product accumulation, plate reader; 360,000 tested, 0.064% active; activity, % at 10 µM; in the data active = activity above about 50%, passing the limit was not always enough; note: inactives centre near 2
# Mtb BioA inh: blocks M. tuberculosis BioA enzyme activity | inhibition, % at 9.99 µM | purified M. tuberculosis BioA enzyme, plate reader | 360,000 tested, 0.096% active; in the data active = inhibition above about 40%
# Mtb FBA inh: inhibits M. tuberculosis FBA enzyme; purified M. tuberculosis FBA, fluorescence read-out; AID 588726; inhibition, % at 1 µM; 360,000 tested, 2.3% active; in the data active = inhibition above about 27%;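 note: 0% = vehicle and 100% = reference inhibitor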
# Target sequence (P9WQA3 whole entry, looked up): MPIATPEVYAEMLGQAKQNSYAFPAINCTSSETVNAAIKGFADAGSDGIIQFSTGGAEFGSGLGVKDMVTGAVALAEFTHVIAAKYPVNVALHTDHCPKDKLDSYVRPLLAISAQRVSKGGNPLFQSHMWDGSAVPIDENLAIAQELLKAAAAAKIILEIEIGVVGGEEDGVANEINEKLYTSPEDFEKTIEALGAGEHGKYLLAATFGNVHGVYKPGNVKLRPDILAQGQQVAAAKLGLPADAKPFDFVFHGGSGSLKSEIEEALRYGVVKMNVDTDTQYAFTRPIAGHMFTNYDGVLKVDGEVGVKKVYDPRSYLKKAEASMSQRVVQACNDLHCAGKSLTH
# TcdB inh: TcdB glycohydrolase inhibition. inhibition, % at 9.99 µM. P18177. 350,000 tested, 0.24% active. TcdB glycohydrolase enzymatic assay, plate reader; in the data active = inhibition above about 10%
# GDH-TPI inh: inhibits GDH-TPI coupling enzymes, artifact for Mtb FBA screen; GDH-TPI coupled enzyme counterscreen, NADH absorbance; inhibition, % at 4.8 µM; 360,000 tested, 1.2% active; AID 588335; in the data active = inhibition above about 30%;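 note: 0% = DMSO wells and 100% = wells lacking the enzyme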
# PfHsp40 yeast: rescue of PfHsp40-mediated yeast toxicity. S. cerevisiae expressing PfHsp40, growth rescue, ATP luminescence. growth rescue, % at 12.5 µM. 340,000 tested, 0.68% active. AID 504582; in the data active = growth rescue above about 28%, passing the limit was not always enough;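 note: yeast W303a lacking pdr1 and pdr3 grown in galactose medium; growth measured after three days at 30 °C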
# UGM FP inh: blocks M. tuberculosis UGM enzyme; P9WIQ1; purified UGM, fluorescence polarization probe displacement; inhibition, % at 10 µM; 320,000 tested, 0.06% active; AID 504406; in the data active = inhibition above about 10%, passing the limit was not always enough
# Target sequence (P9WIQ1 whole entry, looked up): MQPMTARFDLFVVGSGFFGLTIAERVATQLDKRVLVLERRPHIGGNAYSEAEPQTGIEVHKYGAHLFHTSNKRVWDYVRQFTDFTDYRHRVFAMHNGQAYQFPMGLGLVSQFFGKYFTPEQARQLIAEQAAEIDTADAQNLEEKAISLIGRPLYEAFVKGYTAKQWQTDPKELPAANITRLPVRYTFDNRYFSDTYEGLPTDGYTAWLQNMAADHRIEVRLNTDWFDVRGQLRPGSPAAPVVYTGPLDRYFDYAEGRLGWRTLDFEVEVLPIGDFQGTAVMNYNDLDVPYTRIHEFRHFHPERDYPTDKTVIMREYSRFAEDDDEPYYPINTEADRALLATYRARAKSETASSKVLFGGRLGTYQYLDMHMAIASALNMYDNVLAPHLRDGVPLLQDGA
# FadD28 FP inh: M. tuberculosis FadD28 bisubstrate binding inhibition. FadD28 bisubstrate probe binding, fluorescence polarization. AID 588549. inhibition, % at 12.5 µM. 360,000 tested, 0.22% active; in the data active = inhibition above about 8.5%, passing the limit was not always enough
# BH1578 lux ind: induces V. cholerae light production without autoinducers; 350,000 tested, 0.16% active; V. cholerae BH1578 lux reporter, luminescence, 6 h; activation, % at 18.7 µM; in the data active = activation mostly above about 9.7%, no sharp cut-off; note: not every result past the cut was called active; inactives centre near 0; reference of the scale not given here
# Numbers without * were called inactive; i = inactive; · = not tested or not shown.
mol	Yp Topo-I inh	Mtb BioA inh	Mtb FBA inh	TcdB inh	GDH-TPI inh	PfHsp40 yeast	UGM FP inh	FadD28 FP inh	BH1578 lux ind
Cc1ccc(CN2C(=O)CCC2C(=O)NC(C)C)cc1 (stereo unspecified)	3.1	-0.8	1.9	·	17.2	77.6*	1.7	1.3	i
CCCSc1ccc(C(=O)Nc2ccc(Cl)cc2)cn1	-4.2	·	4.7	1.6	0.6	-0.2	-1.3	-0.6	-0.6
O=C(CN(C(=O)CCC(=O)Nc1ccccn1)c1ccc(F)cc1)NCc1ccco1	6.1	-1.0	-1.4	0.6	10.6	0.3	-0.7	0.7	i
CN(CC(=O)Nc1ccc(S(=O)(=O)N2CCCC2)cc1)Cc1cccc(Cl)c1Cl	37.8	-0.3	0.3	0.3	0.8	3.5	0.0	-4.2	-0.4
OCC(O)C1OCOC(C(O)CO)C1O (stereo unspecified)	3.0	·	-3.1	-0.7	3.5	1.8	·	1.3	i
COC(=O)Nc1sc2c(c1C(=O)NCc1ccco1)CCC2	3.7	·	1.4	4.1	7.2	0.4	-1.4	-2.4	2.0
Cc1c(OCC(=O)N2CCC[C@@H]2C(=O)O)ccc2c3c(c(=O)oc12)CCC3	-0.7	-0.4	36.4*	-4.0	8.3	-0.6	2.6	-1.7	-0.2
COC(=O)CC1SC(=O)NC1=Nc1ccccc1 (stereo unspecified)	2.2	-2.1	0.1	·	7.7	0.2	-0.8	-0.4	i
Cc1ccccc1-n1nc2c(c1NC(=O)C(C)(C)C)CS(=O)(=O)C2	3.4	0.0	0.5	-0.6	1.4	0.4	0.9	0.8	2.3
N=C1CCCN1CC(=O)c1ccc(Cl)cc1	-1.7	·	-2.7	0.7	-3.0	0.2	-2.1	-3.3	i
CC(C)(C)c1ccc(OCC(=O)NCc2ccco2)cc1	3.5	-1.0	1.0	·	10.1	2.3	0.4	-2.4	-0.7
COC(=O)c1cc(C)sc1NC(=O)C1C2C=CC(CC2)C1C(=O)O (stereo unspecified)	3.9	0.5	1.9	1.5	1.5	-1.4	3.0	-0.9	-0.3
CCOc1ccc(C(C)NC(=O)c2cccnc2OCC)cc1OCC (stereo unspecified)	-5.5	·	-3.2	1.1	10.8	-0.5	4.0	0.4	-0.8
COc1cc(/C=C/c2ccc3cccc(O)c3n2)cc(Br)c1OC	-0.7	-0.5	-2.3	1.2	10.8	-0.6	2.7	-0.4	-0.6
O=C(COc1ccccc1)N=C1SC2CS(=O)(=O)CC2N1c1cccc(F)c1 (stereo unspecified)	0.4	-0.7	5.0	0.5	-2.4	-0.7	1.2	-0.5	-0.2
COC(=O)CCC1(C(N)=O)CCC(=O)c2ccccc21 (stereo unspecified)	-1.9	·	-0.3	1.5	-0.9	0.0	·	-1.0	-1.1
COC(=O)[C@]1(Cc2ccccc2)N[C@H](c2ccc(SC3CCCCC3)c(OC)c2)[C@@H]2C(=O)N(C)C(=O)[C@@H]21	19.1	-2.1	4.3	0.1	-0.4	0.9	0.5	-1.6	i
Cc1ccc(CC(=O)NCCc2ccc(S(N)(=O)=O)cc2)cc1	2.0	0.7	1.1	-0.4	-7.7	-1.0	3.7	-3.0	7.7
Cc1ccc(NC(=O)CSC2=C(C#N)C(c3ccco3)CC(=O)N2)cc1 (stereo unspecified)	-3.6	·	8.7	·	9.8	0.1	2.1	-2.0	i
CCCNS(=O)(=O)c1ccc(CCC(=O)N2CCN(c3ccc(OC)cc3)CC2)cc1	11.7	-0.9	-2.0	1.3	10.4	-0.5	0.8	0.7	-3.9
Cn1c(SCC(=O)Nc2ccc(F)cc2)nc2c(c1=O)SCC2	2.4	11.1	2.0	0.9	16.5	0.3	-2.1	0.1	-1.0
S=C(Nc1cccnc1)N1CCN(c2ccccc2Cl)CC1	13.6	·	-0.7	0.1	8.2	1.4	-2.0	-0.8	-0.1
Cc1cc(C)cc(N(CC(=O)N2CCn3c2nc2ccccc23)S(=O)(=O)c2c(C)noc2C)c1	-0.5	-2.9	5.5	-4.6	9.1	0.0	-0.9	-0.1	-0.3
O=C(NNc1c(Cl)cncc1Cl)c1cccs1	4.1	0.1	2.2	-3.6	-8.3	3.5	-1.3	-4.3	i
Cc1ccc(C)c(NC(=O)CSc2nnc(-c3ccncc3)n2N)c1	0.0	0.4	1.7	·	-10.9	0.4	0.7	-2.5	-2.0
CS(=O)(=O)c1ccc2nc(NC(=O)c3ccccc3Cl)sc2c1	0.7	-3.4	-0.9	1.9	19.4	-0.5	-1.1	-0.2	i
CC(C)c1ccccc1NC(=O)CNC(C)c1ccc(F)cc1 (stereo unspecified)	-1.3	0.0	-1.3	0.1	6.3	1.4	-0.6	-3.3	-0.5
CN(C)S(=O)(=O)n1cc(/C=C(\NC(=O)c2ccccc2Cl)C(=O)N2CCOCC2)c2ccccc21	-0.7	-0.8	1.6	1.9	9.6	0.2	-1.0	-0.8	i
Nc1nc(SCc2ccc([N+](=O)[O-])cc2)nc2nc3c(cc12)CCCC3	4.0	-1.2	2.0	·	18.9	0.2	-2.0	-2.4	-0.1
COCCOC(=O)C1=C(N)OC2=C(C(=O)CC(C)(C)C2)C1c1cccnc1 (stereo unspecified)	1.5	2.5	5.5	·	-1.4	-1.6	-0.1	-1.1	0.5
CCN(Cc1ccccc1)C(=O)c1cccc(OC2CCN(C(=O)C3CC3)CC2)c1	24.7	5.3	0.8	3.0	13.3	1.4	-0.1	-0.4	-0.2
O=C(NCCc1ccccc1)C(=O)NCCC1CCCCN1S(=O)(=O)c1ccccc1 (stereo unspecified)	25.3	0.6	-0.3	-0.5	5.8	0.6	-2.8	-4.6	-1.8
Cc1cccc(NC(=O)CCNS(=O)(=O)c2cc(Br)cnc2N)c1C	3.8	-3.0	5.2	5.1	4.8	0.1	0.1	-3.7	-0.9
C=CCNCCOCCOc1ccc(C)cc1[N+](=O)[O-]	-3.2	-2.2	-0.9	·	-5.1	0.8	-5.0	-0.7	6.2
CN(Cc1ccon1)C(=O)C1CCN(C2CCN(CCCc3ccccc3)CC2)CC1	14.5	-1.0	0.9	-1.2	2.8	-0.1	0.8	-0.8	-1.3
Cc1c(C2CC(=O)N(c3ccccc3)C2=O)[nH]n(-c2ccccc2)c1=O (stereo unspecified)	-1.0	2.4	7.6	·	-1.3	-0.5	0.2	-1.1	1.3
CCC1Oc2ccc(Cl)cc2N(CC(=O)O)C1=O (stereo unspecified)	1.4	·	1.9	1.6	-8.4	1.0	0.9	-1.8	-0.6
CCOC(=O)Cn1c2ccc(F)cc2c2nc(C)sc21	6.3	0.1	-0.5	2.6	-1.9	2.8	0.5	-0.8	-2.8
COc1cccc(CN(C)C(=O)c2ccc(OCC(=O)N3CCOCC3)c(OC)c2)c1	2.5	-0.4	-1.2	0.5	-4.0	0.7	0.2	-3.0	i
Clc1cccc(NCc2nnc(SCc3ccccc3)o2)c1	-0.2	-0.2	-5.2	·	-14.6	8.9	-1.4	-1.9	-0.3
COC(=O)c1c(N)sc(Cc2ccccc2)c1C	5.5	·	-0.2	0.0	1.2	-0.6	0.7	-0.7	0.1
Cc1c(Cc2ccccc2)sc(/N=C/c2c(O)ccc3ccccc23)c1C(N)=O	-4.0	0.4	22.1	·	11.1	0.5	-0.2	-0.8	-0.1
COc1ccc(Cn2c(=O)sc3ccccc32)cc1	2.0	0.4	-3.1	·	9.1	-0.5	-1.8	-5.4	i
CC(=O)Nc1cccc(-c2csc(C(C)(O)c3cccc(F)c3)n2)c1 (stereo unspecified)	2.1	6.9	1.1	1.4	0.0	·	·	-3.1	i
COc1ccc(S(=O)(=O)Nc2ccc(Cc3ccncc3)cc2)cc1OC	9.5	1.0	2.1	-1.1	1.5	0.5	0.4	·	-0.3
O=Cc1cn(-c2ccccc2)nc1-c1cccnc1	-0.1	0.3	6.0	4.8	3.8	-1.0	1.0	-1.3	-0.2
CCCSc1nc(C)cc(C)c1C(N)=O	2.0	0.8	0.6	·	0.0	-0.4	-1.3	1.1	-1.6
COC(=O)c1cc(=O)n(-c2ccc(F)cc2)c(=Nc2ccc(F)cc2)s1	7.6	-0.6	-1.1	0.5	14.4	-2.2	1.3	-1.8	-0.1
CC(c1ccccc1)n1cc(C(=O)NCC2COc3ccccc3O2)nn1 (stereo unspecified)	-4.1	-1.3	-6.1	·	9.9	1.0	0.6	-0.7	13.6
CC(=O)Nc1ccc(N2C(=O)c3cccc4c(O)ccc(c34)C2=O)cc1	-4.8	-1.0	-12.9	-0.9	4.6	1.0	0.0	-1.8	-1.1
O=C(NC(=S)NCC1CCCO1)c1ccccc1[N+](=O)[O-] (stereo unspecified)	7.5	·	0.2	1.4	3.1	-1.1	-0.4	-0.2	-0.2
Cc1ccc(C(=O)OCC(=O)Nc2ccc3[nH]c(=O)[nH]c3c2)o1	-6.1	-4.5	1.4	2.1	5.0	-1.0	0.7	-1.1	i
O=C(c1ccc(C(F)(F)F)cc1)C1CCCN(C(=O)CCc2ccncc2)C1 (stereo unspecified)	12.1	2.0	3.6	2.3	14.8	-0.8	2.9	-0.7	-0.3
N/C(=N\[N+](=O)[O-])N1CCN(C(=O)Oc2ccccc2)CC1	3.5	3.2	1.3	1.7	3.0	1.5	-0.6	2.7	-0.8
CC(=O)Nc1ccc(NC(=O)CSc2nc3ccccc3c(=O)n2CCCN2CCOCC2)cc1	-1.8	-2.5	1.7	1.9	8.8	1.0	-2.4	0.5	i
CC1(C)Cc2c(cnn2-c2ccc(F)cc2)C(NC(=O)CCn2cncn2)C1 (stereo unspecified)	-1.5	-0.5	1.5	2.9	-9.8	0.6	-0.4	-3.3	0.6
COCCN1Cc2cccc(C(=O)N3CCN(c4ccccc4)CC3)c2C1=O	-3.3	1.0	-0.8	·	5.9	0.8	0.6	-0.2	-0.5
CC(=O)c1cccc(NC(=O)COC(=O)COc2ccccc2C)c1	0.9	·	1.7	-1.5	1.2	0.5	0.4	-1.2	-0.5
Cc1ccc(OCCNC(=O)Cc2ccc(S(=O)(=O)N3CCOCC3)s2)cc1	-5.4	0.5	1.2	-1.8	2.7	0.4	4.1	-0.2	-3.6
CCCCOc1ccccc1NC(=O)c1ccco1	-0.1	0.6	6.2	·	2.2	0.5	-1.6	-1.9	-6.2

# The results go on.
mol	Yp Topo-I inh	Mtb BioA inh	Mtb FBA inh	TcdB inh	GDH-TPI inh	PfHsp40 yeast	UGM FP inh	FadD28 FP inh	BH1578 lux ind
N#CC1(Cc2ccc(Cl)cc2)c2ccccc2C=CN1C(=O)c1ccccc1 (stereo unspecified)	-16.0	1.1	-1.6	·	3.8	2.0	-0.4	-1.7	·
O=Cc1ccc(OCc2nnsc2Cl)cc1	7.0	·	0.9	-0.4	9.2	·	0.0	-1.5	-0.1
C/C(=N\NC(=O)C1(C)CC1(Br)Br)c1ccc(C)cc1C (stereo unspecified)	13.7	0.3	0.2	0.9	1.0	0.9	-0.4	-3.1	-0.6
COc1ccc(N2CCN(CCCNC(=O)C(=O)c3c(C)n(C)c4ccccc34)CC2)cc1	17.5	-1.2	-1.1	5.3	12.9	-0.3	0.8	0.0	-0.3

# Profiles, looked up by structure. Order of screens: Yp Topo-I inh | Mtb BioA inh | Mtb FBA inh | TcdB inh | GDH-TPI inh | PfHsp40 yeast | UGM FP inh | FadD28 FP inh | BH1578 lux ind
# Entry for `C/C(=N\NC(=O)C1(C)CC1(Br)Br)c1ccc(C)cc1C` (stereo unspecified) → 13.7 | 0.3 | 0.2 | 0.9 | 1.0 | 0.9 | -0.4 | -3.1 | -0.6
# Entry for `O=Cc1ccc(OCc2nnsc2Cl)cc1` → 7.0 | · | 0.9 | -0.4 | 9.2 | · | 0.0 | -1.5 | -0.1

# Grouped by structure: those above containing bromine
mol	Yp Topo-I inh	Mtb BioA inh	Mtb FBA inh	TcdB inh	GDH-TPI inh	PfHsp40 yeast	UGM FP inh	FadD28 FP inh	BH1578 lux ind
COc1cc(/C=C/c2ccc3cccc(O)c3n2)cc(Br)c1OC	-0.7	-0.5	-2.3	1.2	10.8	-0.6	2.7	-0.4	-0.6
Cc1cccc(NC(=O)CCNS(=O)(=O)c2cc(Br)cnc2N)c1C	3.8	-3.0	5.2	5.1	4.8	0.1	0.1	-3.7	-0.9
C/C(=N\NC(=O)C1(C)CC1(Br)Br)c1ccc(C)cc1C (stereo unspecified)	13.7	0.3	0.2	0.9	1.0	0.9	-0.4	-3.1	-0.6

# Assay outcomes deposited in PubChem by several laboratories.
